# HEK293 NOD2/NF-kB: inhibition of NOD2-driven NF-kB reporter – cell-based, luminescence, uHTS, HEK293 (AID 1566) | HEK293 NOD2/NF-kB luciferase reporter, luminescence; higher % means a stronger effect | one-dose inhibition, % at 4 µM; EC50 in µM for titrated hits | 0.63% of 290,000 active; further: many of its hits are not listed in these tables
# Siah-1 displacement: Siah-1 peptide-binding antagonists, primary screen, biochemical, fluorescence polarization, rhodamine-plectin, uHTS (AID 1817). Siah-1 / rhodamine-plectin peptide fluorescence polarization; higher % means a stronger effect. 0.02% of 290,000 active. one-dose displacement, % at 20 µM; IC50 in µM for titrated hits;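 active means displacement of at least 50% at 20 µM, with a fluorescence ratio check between 0.3 and a set limit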;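 further: plate controls were Siah plus tracer with DMSO for no effect and tracer alone without Siah for full effect; strong numbers were not always called active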
# LYP phosphatase: PTPN22 lymphoid phosphatase activity blockers – biochemical, fluorescence intensity, uHTS (AID 1779); recombinant LYP phosphatase, fluorescence intensity; higher % means a stronger effect; 0.054% of 290,000 active; one-dose inhibition, % at 11.5 µM; IC50 in µM for titrated hits;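 further: plate controls were vehicle with enzyme for no effect and no enzyme for full effect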
# M17LAP inhibition: P. falciparum M17LAP inhibitors, primary screen, biochemical, fluorogenic H-Leu-NHMec substrate, 1536-well (AID 1619); recombinant M17LAP, H-Leu-NHMec fluorogenic kinetic assay; higher % means a stronger effect; inhibition, % at 30 µM; hits with a dose series show IC50 in µM; 0.38% of 220,000 active;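 active means compound inhibiting the enzyme by more than half at any dose during confirmatory dose-response retesting; inconclusive means strong single-dose inhibitors picked by rank but not retested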;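 further: plate controls were full reaction with DMSO carrier for no effect and no enzyme background for full effect; strong numbers were not always called active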
# CSM14.1 death rescue: protection against thapsigargin-triggered cell killing – 384-well, CSM14.1, ATP luminescence, primary screen (AID 1222); CSM14.1 thapsigargin-induced death rescue, ATP luminescence; higher % means a stronger effect; one-dose cellular ATP content (survival), % at 20 µM; EC50 in µM for titrated hits; 190,000 tested, under 10 active;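 active means EC50 below 50 µM in the dose-response confirmation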;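 further: death triggered by thapsigargin at about 15 µM added after 2 h compound pretreatment; cell ATP read after overnight thapsigargin exposure of roughly 18 to 22 hours; normalized against plate controls of thapsigargin alone and 5% DMSO vehicle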
# AID2073: disruptors of CaV2.2 binding to Mint1 – biochemical, HTRF (AID 2073); HTRF protein-protein interaction, Mint1-CaV2.2; higher % means a stronger effect; one-dose inhibition, % at 20 µM; IC50 in µM for titrated hits; 0.19% of 290,000 active; in the data active means inhibition mostly above about 51%, no sharp cut-off; inconclusive means no clear call, values can overlap the other calls; inactive means mostly below about 53%; further: some results filed as inactive read as strong as hits
# P. falciparum M1AAP: malaria alanyl aminopeptidase activity blockers – biochemical, fluorogenic H-Leu-NHMec substrate, 1536-well (AID 1445); inhibition, % at 30 µM; hits with a dose series show IC50 in µM; recombinant M1AAP, H-Leu-NHMec fluorogenic kinetic assay; higher % means a stronger effect; 0.42% of 220,000 active;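 active means primary inhibition above the hit cutoff, then over 50% inhibition at one or more dose response concentrations, cut at about 23% in these data, passing the limit was not always enough; inconclusive means conflicting primary data, or primary hits not chosen for dose response; inactive means low primary inhibition, or under 50% at every dose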;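 further: plate controls were DMSO full reaction for no effect and no enzyme background for full effect; strong numbers were not always called active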
# XIAP antagonists: small molecules displacing peptide from XIAP – biochemical, IAP family, fluorescence polarization (AID 1018) | XIAP BIR domain, fluorescence polarization peptide displacement; higher % means a stronger effect | displacement, % at 20 µM; hits with a dose series show IC50 in µM | 0.007% of 200,000 active; in the data active means displacement above about 50%; further: a part of the inactive calls stands beside numbers as strong as those of hits
# Lipid droplet: modulators of hepatic lipid droplet formation | AID 1656 | AML12 mouse hepatocytes, oleate lipid droplets, BODIPY imaging | 0.4% of 240,000 active | inhibition, % at 6.5 µM;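 active means lipid droplet intensity inhibited by at least 50%, with more than 500 cells counted; inconclusive means wells with under 300 cells, treated as cytotoxic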
#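 Assay system: AML12 mouse liver cells | Compound dosing: One dose, 6.5 µM compound | Read-out basis: Droplet intensity reduction, % inhibition | Measured by: Fluorescence imaging, 20x objective, two fields per well | Schedule: Overnight treatment with compound plus oleate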
# Lipid droplet cells 6.5 µM: further read-out of Lipid droplet, marked with its call; cell count; measured here: cell count, cytotoxicity flag;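 cells counted across two imaged fields per well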
# The depositor's hits bear a star; ? = inconclusive; . = not tested or not shown. Unless noted, no stated cut-off is given here; in the data, active means inhibition above about 50%; inactive means the rest. A portion of the library; the hit share may differ from the screen's.
SMILES,HEK293 NOD2/NF-kB,Siah-1 displacement,LYP phosphatase,M17LAP inhibition,CSM14.1 death rescue,AID2073,P. falciparum M1AAP,XIAP antagonists,Lipid droplet,Lipid droplet cells 6.5 µM
CC(=O)Oc1ccc(-c2cccc(C(=O)NCC(=O)O)c2)cc1,4%,3%,-7%,32%,-0.9%,-5%,4%,-4.1%,.,.
Cc1ccc(N(CC(=O)O)S(C)(=O)=O)cc1Cl,7%,-1%,-6%,-8%,4.5%,6%,-5%,-1.3%,1,718
CC(=O)N1CC=CC1(C)C(=O)O (stereo not drawn),10%,3%,-10%,16%,-6.4%,1%,-3%,-8.0%,-2,739
O=C(N1CCN=C1SCc1cccnc1)C12CC3CC(CC(C3)C1)C2,23%,-3%,-4%,3%,-0.7%,4%,1%,-3.8%,.,.
CCSc1nnc(NC(=O)C2Cc3ccccc3CN2C(=O)c2ccco2)s1 (stereo not drawn),-5%,14%,5%,45%,-1.1%,38%,?,-5.8%,.,.
CCCCN1CC(=O)N2[C@H](c3ccc(OC)cc3)[C@@H]3C(=O)N(CC)C(=O)[C@@H]3[C@]2(C)C1=O,11%,-2%,-10%,.,.,11%,.,.,-9,803
Nc1nc(SCC(=O)NC2CCCC2)[nH]c(=O)c1-c1ccccc1,-1%,0%,-10%,8%,-0.3%,-4%,0%,-2.9%,-14,782
O=C(Cn1cnnn1)NCc1ccccc1,6%,1%,-12%,.,.,4%,.,.,6,744
CCOc1ccc(Cl)cc1CNCCNCC(C)O (stereo not drawn),-1%,-2%,-2%,-8%,-1.3%,4%,3%,-3.9%,.,.
Cc1ccccc1OCCC(=O)Nc1ccc2c(C)cc(=O)oc2c1,3%,-2%,-10%,.,.,48%,.,.,0,773
Cc1ccc(-c2nnc(SCC(=O)N/N=C/c3ccccc3C(=O)O)n2C2CCCCC2)cc1,14%,1%,-5%,.,.,10%,.,.,13,671
CCOC(=O)C1CCCN(C(=O)c2ccc(CS(=O)(=O)Cc3ccccc3C)o2)C1 (stereo not drawn),4%,-8%,-4%,-3%,-0.8%,1%,-3%,-0.4%,0,688
CCCCOc1cccc(OCC(=O)Nc2nc3ccccc3[nH]2)c1,3%,-3%,0%,-18%,-0.3%,0%,2%,-4.1%,-11,719
OCC(CO)(CO)n1cnnn1,-5%,0%,-3%,-4%,2.4%,17%,-5%,-17%,1,755
CCCC(=O)N(CCN1CCOCC1)c1nc2c(OC)ccc(OC)c2s1,9%,3%,-13%,.,.,8%,.,.,2,790
CCN(CC)c1cc(C)c2ccccc2n1,12%,10%,3%,-14%,-2.1%,8%,12%,-5.8%,-47,738
N=c1c2c3c(sc2ncn1CCN1CCOCC1)CCCC3,12%,-3%,-7%,1%,-0.7%,-3%,8%,-0.4%,.,.
CCC(Sc1nccn1C)C(=O)Nc1cccc2ccccc12 (stereo not drawn),-12%,-5%,-2%,-13%,-2.8%,22%,4%,-4.9%,-27,743
CCOC(=O)c1c(C)[nH]c(C(=O)COC(=O)C2=NNC(=O)CC2)c1C,7%,2%,-8%,-18%,0.2%,8%,-6%,-3.3%,5,730
Nc1c(Cl)ncnc1NCCc1ccc(O)cc1,34%,2%,-5%,-2%,.,6%,9%,.,-7,771
COc1ccc(S(=O)(=O)Nc2cccc(-n3cnnn3)c2)cc1OC,6%,2%,-11%,.,.,10%,.,.,3,748
CC(C)OC(=O)CSc1n[nH]c(-c2cccnc2)n1,-2%,-4%,-7%,2%,-0.4%,1%,-3%,-4.5%,.,.
COCCN1C(=O)C(=O)/C(=C(/O)c2ccc(S(=O)(=O)N3CCOCC3)cc2)C1c1cccc(Cl)c1 (stereo not drawn),30%,-4%,-3%,-2%,.,-2%,3%,.,.,.
CCN1C(=O)/C(=C\N2CCN(c3cccc(Cl)c3)CC2)SC1=S,-21%,-3%,-5%,2%,-1.1%,3%,0%,1.6%,.,.
CCOc1cccc2sc(N(CCN(C)C)C(=O)c3ccc4ccccc4c3)nc12,4%,10%,-11%,.,.,0%,.,.,14,752

# As a short view, some entries already given:
SMILES,HEK293 NOD2/NF-kB,Siah-1 displacement,LYP phosphatase,M17LAP inhibition,CSM14.1 death rescue,AID2073,P. falciparum M1AAP,XIAP antagonists,Lipid droplet,Lipid droplet cells 6.5 µM
O=C(Cn1cnnn1)NCc1ccccc1,6%,1%,-12%,.,.,4%,.,.,6,744
CCOc1ccc(Cl)cc1CNCCNCC(C)O (stereo not drawn),-1%,-2%,-2%,-8%,-1.3%,4%,3%,-3.9%,.,.
Cc1ccccc1OCCC(=O)Nc1ccc2c(C)cc(=O)oc2c1,3%,-2%,-10%,.,.,48%,.,.,0,773
Cc1ccc(-c2nnc(SCC(=O)N/N=C/c3ccccc3C(=O)O)n2C2CCCCC2)cc1,14%,1%,-5%,.,.,10%,.,.,13,671
CCOC(=O)C1CCCN(C(=O)c2ccc(CS(=O)(=O)Cc3ccccc3C)o2)C1 (stereo not drawn),4%,-8%,-4%,-3%,-0.8%,1%,-3%,-0.4%,0,688
CCCCOc1cccc(OCC(=O)Nc2nc3ccccc3[nH]2)c1,3%,-3%,0%,-18%,-0.3%,0%,2%,-4.1%,-11,719
OCC(CO)(CO)n1cnnn1,-5%,0%,-3%,-4%,2.4%,17%,-5%,-17%,1,755
CCCC(=O)N(CCN1CCOCC1)c1nc2c(OC)ccc(OC)c2s1,9%,3%,-13%,.,.,8%,.,.,2,790

# Remaining list, next part.
SMILES,HEK293 NOD2/NF-kB,Siah-1 displacement,LYP phosphatase,M17LAP inhibition,CSM14.1 death rescue,AID2073,P. falciparum M1AAP,XIAP antagonists,Lipid droplet,Lipid droplet cells 6.5 µM
O=C(CN1CCCC1=O)NC1CCCc2c1cnn2-c1cc(F)cc(F)c1 (stereo not drawn),-2%,12%,-11%,.,.,4%,.,.,0,841
CCc1nnc(NS(=O)(=O)c2ccc(N/C=C/C(=O)c3ccc(C)cc3)cc2)s1,10%,-1%,5%,25%,-2.6%,4%,11%,-5.6%,8,567
COc1ccc(CNC(=O)C2CSC(=O)C2)cc1 (stereo not drawn),8%,-2%,-6%,3%,-2.2%,0%,4%,-0.6%,.,.
CCOC(=O)CSCC(=O)Nc1c(C(=O)C2CC2)oc2ccccc12,19%,2%,-1%,20%,-2.7%,1%,-4%,-0.8%,13,740
CC(=O)c1cccc(NC(=O)CN2C(=O)COc3ccc(Cl)cc32)c1,-5%,0%,0%,1%,-0.8%,0%,0%,-3.6%,-3,729
CSc1nc(C(=O)N2CCCC(C(=O)c3ccc(Cl)cc3)C2)cs1 (stereo not drawn),0%,6%,-4%,-6%,1.1%,10%,9%,-2.0%,-37,684
C=CCc1ccc(OCCOCCOc2cccc3ccc(C)nc23)c(OC)c1,12%,3%,8%,14%,-2.6%,-4%,11%,-3.9%,.,.
Cc1ccc(C)c(S(=O)(=O)N2CCN(C(=O)c3ccnn3C)CC2)c1,32%,0%,-14%,.,.,-1%,.,.,2,818
Cc1c(NC(=S)N/N=C/c2ccc(O)cc2)c(=O)n(-c2ccccc2)n1C,11%,-4%,-2%,26%,0.4%,-20%,18%,1.0%,.,.
CCS(=O)(=O)n1nc(-c2ccccc2)nc1SC,-2%,5%,-5%,-1%,-2.8%,6%,3%,-2.8%,9,787
O=C(CCCCCn1c(=S)[nH]c2cc3c(cc2c1=O)OCO3)N1CCN(c2ccccc2)CC1,10%,1%,-4%,.,.,28%,.,.,-12,783
COc1ccc2cc3cc(C(=O)NC4CC4)sc3nc2c1,-141%,-2%,-9%,.,.,21%,.,.,12,732
COc1ccc(OC)c(-c2cc(C(=O)NCCN3CCOCC3)no2)c1,6%,-3%,2%,5%,-0.2%,6%,3%,-1.3%,.,.
COC(=O)CNc1nc(-c2cccnc2)nc2ccccc12,-3%,0%,-5%,7%,-1.6%,1%,14%,12%,.,.
C(=N\Nc1ccc2ccccc2n1)/c1ccc2c(c1)OCCO2,68%*,4%,1%,-6%,-2.7%,4%,5%,-4.4%,0,689
O=C(Nc1ccc(Cc2ccncc2)cc1)C1CCC(N2C(=O)C3C4C=CC(C5CC45)C3C2=O)CC1 (stereo not drawn),-1%,-2%,8%,0%,-1.8%,-2%,0%,-1.8%,9,798
CC(C)NC(=O)CSCc1ccccc1Cl,-8%,0%,-3%,8%,-1.3%,11%,-4%,-1.2%,6,618
NS(=O)(=O)c1ccc(CNS(=O)(=O)c2cc(Cl)ccc2Cl)cc1,-12%,3%,0%,8%,.,8%,9%,.,-10,709
Cc1c(C(=O)NCCSCc2ccccc2Cl)cccc1[N+](=O)[O-],-8%,4%,-9%,5%,-0.8%,-1%,2%,-2.5%,26,662
CC(=O)N=C1SC2CS(=O)(=O)CC2N1c1c(Cl)cccc1Cl (stereo not drawn),7%,-4%,-7%,18%,-0.7%,4%,-1%,-0.3%,.,.
Cc1c(C(=O)O)sc2nc3n(c(=O)c12)CCCCC3,11%,3%,-6%,5%,-0.3%,-3%,-5%,-3.2%,10,774
COc1ccc(NC(=O)NCc2cccn2C)c(OC)c1,14%,3%,1%,-3%,-1.7%,-11%,5%,-6.4%,.,.
CCN1C(=O)C(CC(=O)NCc2ccc(Cl)cc2)N(CC)C1=O (stereo not drawn),-9%,1%,3%,4%,.,-3%,6%,-8.0%,1,726
CS(=O)(=O)c1ccccc1COC(=O)Nc1ccc(Cl)cc1,4%,-1%,-3%,23%,3.7%,-10%,5%,-2.0%,.,.
O=[N+]([O-])/C=C1\CCCCCN1,-6%,0%,-5%,20%,.,-9%,-2%,.,-22,701
CCC(C)NC(=O)C1=C(C)C(=O)OC12CCC(C)CC2 (stereo not drawn),1%,3%,-2%,-1%,.,49%,7%,-1.7%,-1,664
Cc1cc(C)cc(NC(=O)CN2CCN(C(=O)C3CCCO3)CC2)c1 (stereo not drawn),-6%,-1%,-8%,.,.,-4%,.,.,1,870
Cc1ccc(Oc2cc(NC(=O)CCCn3nc([N+](=O)[O-])cc3C)cc([N+](=O)[O-])c2)cc1,3%,0%,-1%,-13%,1.6%,6%,-1%,-4.9%,5,668
CC(C)(C)OC(=O)N1CCC[C@H]1C(=O)N/N=C/c1ccc2ncccc2c1,-4%,4%,0%,-6%,.,37%,1%,.,5,743

# Screens (PubChem)
